12-LOX inh: Primary qHTS assay for inhibitors of human arachidonate 12S-lipoxygenase (ALOX12): Round 2 | Polyunsaturated fatty acid lipoxygenase ALOX12 (Homo sapiens), P18054 | 580,000 compounds, 1.1% hits | Potency, µM (series often up to 108 µM), for inactives: at the top dose activity change, negative = inhibition, hits mostly inhibitors | purified 12hLO, xylenol orange hydroperoxide absorbance; active = well fitted inhibition curve with a large enough effect; inconclusive = small, poorly fitted or top-dose-only effect, or another doubt; inactive = no such curve, though single readings can be large or run the other way
Target sequence (P18054 whole entry, looked up): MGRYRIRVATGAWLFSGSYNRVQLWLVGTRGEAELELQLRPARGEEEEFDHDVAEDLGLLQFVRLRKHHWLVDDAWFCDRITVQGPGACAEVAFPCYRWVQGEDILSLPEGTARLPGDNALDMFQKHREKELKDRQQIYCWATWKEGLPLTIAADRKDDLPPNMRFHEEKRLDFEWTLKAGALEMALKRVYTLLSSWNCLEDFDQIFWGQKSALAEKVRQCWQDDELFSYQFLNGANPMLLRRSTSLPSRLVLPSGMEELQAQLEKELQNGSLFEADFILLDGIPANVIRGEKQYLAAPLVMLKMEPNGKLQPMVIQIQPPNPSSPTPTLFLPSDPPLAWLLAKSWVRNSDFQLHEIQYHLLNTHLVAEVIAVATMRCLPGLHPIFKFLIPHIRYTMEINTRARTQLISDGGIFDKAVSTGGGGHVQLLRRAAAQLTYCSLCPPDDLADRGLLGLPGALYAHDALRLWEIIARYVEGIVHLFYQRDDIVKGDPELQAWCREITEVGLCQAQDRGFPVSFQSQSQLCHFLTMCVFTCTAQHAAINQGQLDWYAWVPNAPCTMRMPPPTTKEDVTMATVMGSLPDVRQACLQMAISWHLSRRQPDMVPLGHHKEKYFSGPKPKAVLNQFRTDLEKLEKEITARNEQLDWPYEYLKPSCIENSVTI
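Purified human 12hLO at 150 nM in 25 mM Hepes, 0.01% Triton X-100, pH 7.0, preincubated 15 min at room temperature with compound. Reaction started with 40 uM arachidonic acid, 30 min at room temperature. Hydroperoxide measured by Fe-xylenol orange, 573/405 nm absorbance ratio.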
Active calls of the source: *; ? = inconclusive; & = joins results of further samples; [ ] = remark or other dose. % is scaled to controls: 0 for no effect and ±100 for the full control effect; potency is read from the fitted curve at half-maximal effect.

SMILES	12-LOX inh
CCOc1ccc(NC(=O)Cn2ccn3nc(-c4ccc(F)cc4)c(CO)c3c2=O)cc1	-6%
Cc1cccc(OCC(=O)Nc2cccc(-c3nnc4n3CCCC4)c2)c1	23%
O=C(c1n[nH]c(=O)c2ccccc12)N1CCCC1c1nc(CCOCC2CC2)no1 (stereo unspecified)	79%[activator]
COC(=O)[C@]12C[C@H](CC(=O)NCCc3ccccc3OC)C(=O)N(CCC3=CCCCC3)C1=C[C@H](C(C)(C)C)O[C@@H]2C	-8%
O=C1C(OCC2CC2)C2(CCCCC2)N1C1CCN(Cc2cccnc2)CC1 (stereo unspecified)	22%
CS(=O)(=O)N[C@H]1[C@H](O)[C@H](O)C[C@@H]1c1ccccc1	37%[176 µM]
COCCNc1nc2c([S+](=O)([O-])c3ccncc3)nnn2c2ccccc12	9%[6.33 µM]
CC(C)c1ccc(N2CC(C(=O)N(C)CCc3cnn(C)c3)CC2=O)cc1 (stereo unspecified)	-28%
COc1ccc(C(=O)N2CCC(Cc3nc(-c4cnccn4)no3)CC2)cc1	23%
O=C(NCC1Cn2cccc2C(=O)N1Cc1cccnc1)c1n[nH]c(=O)c2ccccc12 (stereo unspecified)	82%[activator]
CCN1CCN(Cc2cc(C)cc(CN(C)Cc3ncc(C)[nH]3)c2C)CC1	49%[activator]
CCOc1cccc(CNC(=O)C23CCCC=C2N(CCOC)C(=O)CC3)c1 (stereo unspecified)	47%[activator]
CCn1nc(C)c(CNC(=O)C2(CCO)CC23CCOCC3)c1C (stereo unspecified)	20%
CCOc1cccc(CNC(=O)c2cc3c(N4CCCC4)nc(C)cn3n2)c1	53%[activator]
O=C(CCn1ccn2nc3c(c2c1=O)CCCC3)NC1CCCCCC1	12%
O=C1CCN(S(=O)(=O)c2ccccc2)CCCC(CO)CCN1 (stereo unspecified)	24%
O=C1[C@H]2CN(Cc3ccc(F)cc3F)C[C@H]2C(=O)N1Cc1ccc2c(c1)OCO2	3%
Cc1cccc(NC(=O)Cn2nc3n(c2=O)CCCC3)c1C	59%[activator]
CCc1cc(C(=O)N2C[C@@H](C(=O)O)[C@H](c3cccc(OC)c3)C2)cs1	36%
CC(C)=CCn1c(-c2cc(C)oc2C)cn2cc(C(=O)N(C)CC(C)C)nc2c1=O	41%[activator]
CCOC(=O)C1=C(C(=O)OCC)C2N(Cc3ccc(C#N)cc3)c3ccccc3[C@@]23C[C@@H](C(=O)OC)N(S(=O)(=O)c2ccccc2C)C3=N1 (stereo partly specified)	-10%
COCCn1c2c(c(=O)n1-c1ccccc1)CCN(Cc1ccncc1Cl)C2	-11%[176 µM]
CC(=O)N(C1CCOCC1)C1CCN(S(=O)(=O)c2ccc3c(c2)OCCO3)CC1	32%
O=C1CCN(c2ccccc2C(=O)N[C@@H]2CCOC[C@H]2OCCO)C(=O)N1	-24%
Cc1cc(C(=O)NCc2ccnc3[nH]ccc23)ccc1Cl	19%[176 µM]
COCCOC1CCOC2(CCN(C(=O)Cc3c(C)noc3C)CC2)C1 (stereo unspecified)	21%
Cc1noc(C)c1CC(=O)NC1CCc2nnc(C)n2CC1 (stereo unspecified)	17%
CCOc1ccccc1CN1CCc2nc(N3CCOCC3)[nH]c(=O)c2CC1	28%
O=C(C1CCOCC1)N1CCC(O)(c2csc(CN3CCc4ccccc4C3)n2)CC1	34%[activator]
Cc1nc(CCNC(=O)Nc2cccc(F)c2C)no1	0%
Cc1nc(N2CCC(NC(=O)c3cccc(F)c3)CC2)cc(C(F)(F)F)n1	-5%
COc1ccc2[nH]cc(CCNC(=O)CN3CCCc4nc(C5CC5)ncc4C3=O)c2c1	-15%
O=C(NCc1cc2n(n1)CCN(C1CCCCC1)C2)Nc1cccc(F)c1	7%
CNCc1sc2ccccc2c1C	?
Cn1cc([C@@H](NC(=O)c2ccc3scnc3c2)C2CC(O)C2)cn1 (stereo partly specified)	32%&5%[activator]
COc1ccc(CN2Cc3[nH]cnc3C[C@H]2c2nc(-c3ccc(C(F)(F)F)cc3)no2)cc1	4%
O[C@H]1[C@H](NCc2ccco2)[C@H]2CO[C@H](O2)[C@@H]1N1CCC(Cc2ccccc2)CC1	-1%[176 µM]
COc1ccccc1CC(=O)N1CCCc2ncc(C(=O)Nc3nc(C)cs3)cc21	49%[176 µM]
O=C(c1coc(COc2cccc(C(F)(F)F)c2)n1)N1CCCCCCC1	30%
Cc1ccc(C(=O)N2CCC3(CC2)NCCc2c3[nH]c3ccccc23)s1	-2%
COc1ccccc1CNC(=O)C1CCN(C(=O)c2ncn3c2COC(c2ccc(F)cc2)C3)CC1 (stereo unspecified)	9%
O=C1CCN(C(=O)C2CCN(C(=O)COc3ccc(F)cc3)CC2)CCCCCCN1	15%
COCCOCC(=O)N1Cc2ccccc2OC2(CCN(C)CC2)C1	31%
O=C(NCc1ccc(Cl)cc1)c1c[nH]c2cccnc12	-1%[12.5 µM]
O=S(=O)(NCC1CCOCC1)c1cccc(F)c1	41%[activator]
CC(C)c1noc(-c2cccn3c(CNC(=O)c4ccccn4)nnc23)n1	80%[activator]
Cc1ccc(CC(=O)N2CCCN(c3cc(-c4ccc(C)c(C)c4)[nH]n3)CC2)cc1	-11%
Cc1ccc(C2Cn3nnc(C(=O)N4CCC(C(=O)NCCCc5ccccc5)CC4)c3CO2)cc1 (stereo unspecified)	43%[activator]
COc1ccc(CN2Cc3[nH]nc(-c4cccc(O)c4)c3CC2=O)cc1	-26%[176 µM]
Cc1ccc(C2(O)CCN(C(=O)CCn3ccc(=O)[nH]c3=O)CC2)nc1	-23%
CCn1c(CN(C)C)nnc1C1CCN(Cc2ccc(-n3ccnc3)cc2)CC1	39%
CC(C)CN(Cc1cccnc1)C1CN(C(=O)NCc2ccccc2)C1	27%
COc1ccc(-c2cc(N3CCC(NC(=O)Cc4ccccc4)CC3)n[nH]2)cc1	33%[activator]
N#Cc1cccc(CN2C3CCC2CN(C(=O)c2ccncc2)C3)c1	?
COc1ccccc1C(=O)N1CCC(C(NC(=O)c2ccc(C)cc2)C(=O)N2CCCCC2)CC1 (stereo unspecified)	37%[activator]
Cc1ccccc1-c1nc2cnccn2c1NCCC(=O)NC1CCCCC1	-27%
CC1(C)[C@H]2CC[C@@H](CNC(=O)c3cccc(Cl)c3)[C@@H]1C2	-4%[176 µM]
O=S(=O)(c1ccccc1)N1CCCC(c2nc(CCOCC3CCCC3)no2)C1 (stereo unspecified)	20%
Cc1ccsc1C(=O)N1CCC2(CC1)CC(N(C(=O)c1ccccc1)C1CC1)CCO2 (stereo unspecified)	30%[activator]
COC(=O)C1CN(Cc2ccc(F)cc2)CCS(=O)(=O)N1Cc1cn(Cc2ccccc2)nn1 (stereo unspecified)	?
The list continues:
SMILES	12-LOX inh
CCCCCCC12C(=Cc3cc4c(cc31)OCCO4)c1cc(OC)c(OC)cc1C(CC(=O)OC)N2C(=O)OC (stereo unspecified)	-23%
Cc1cnc(-c2cccnc2)n1CC1CCN(C(=O)Cc2ccccc2)CC1	22%
COC1C(=O)N(CC2CC2)C12CCN(S(=O)(=O)Cc1ccccc1)CC2 (stereo unspecified)	-3%
CN(C)[C@@H]1CO[C@H](CNC(=O)N2CCOCC2)[C@H]1O	12%[176 µM]
O=C(Cc1ccc(Cl)cc1)N1CCC(c2n[nH]c(=O)n2-c2ccccc2)CC1	-13%
Cc1cccc(CNC(=O)c2ccc(Cn3ccn4nc5c(c4c3=O)CCCC5)cc2)c1	-18%
O=C1NCCCC2c3cc(O)c4ccccc4c3OC12N1CCCCC1 (stereo unspecified)	-5%
C[C@H]1[C@@H]2[C@@H](O)C([C@H](C)C(=O)N(C)CCC#N)CC[C@@]2(C)CC[C@@H]1NC(=O)c1ccncc1 (stereo partly specified)	77%[activator][176 µM]
COc1ccc(-c2cc(C[C@H]3CNCC[C@H]3CC(=O)N3CCN(C(C)=O)CC3)no2)cc1	-52%
COc1cccc(CC(=O)N2CCCCCCN(C)C(=O)[C@H]3CCC[C@H]32)c1	?
CCCCn1ccnc1C1CCCN(C(=O)c2ncc(F)cc2F)C1 (stereo unspecified)	47%
CC(=O)N1CCCC(C(=O)N2CCC(Cc3noc(C)n3)CC2)C1 (stereo unspecified)	55%
O=C(c1cccnc1)N1CC[C@H]2COC(=O)N2c2cc(F)ccc2C1	49%[activator][176 µM]
C=CCOC(=O)C1=C(C)N=C2SC=C(CC(=O)NCc3ccc(F)cc3)N2C1c1ccccc1C (stereo unspecified)	?
CNC(=O)[C@H]1C[C@H](Oc2ccccc2)CN1C(=O)Nc1ccccc1	49%[activator]
CC(C)n1cc2cc(C(=O)NCc3ccccn3)sc2c1	52%[activator]
CC(=O)N1CCC(C(=O)N[C@H]2CCN3C(=O)N(c4cccc(C(F)(F)F)c4)C(=O)[C@@H]3C2)CC1	-5%
CCCc1cc(CN(C)C(=O)c2cn(CC(=O)N(CC)CC)nn2)[nH]n1	29%
CC1(COc2ccc3[nH]ccc3c2)COc2ccc(C(=O)N3CCOCC3)cc2N1 (stereo unspecified)	16%[176 µM]
O=C(Nc1ccc(F)cc1)OCc1cn(Cc2cccc(Cl)c2)nn1	0%
COc1cccc(-c2cnc([C@@H]3COCCN3Cc3ccccc3)[nH]2)c1	14%[176 µM]
COc1ncccc1-c1cnc2[nH]cc(CC(=O)Nc3ccccn3)c2c1	10%[176 µM]
Cc1n[nH]c(C)c1CCCN(C)c1cc(C2CC(N)C2)nc(N)n1 (stereo unspecified)	?
CN(C(=O)c1ccccc1)C1CCOc2ccccc21 (stereo unspecified)	22%[176 µM]

Part of the list above in order of SMILES length, ascending:
SMILES	12-LOX inh
CN(C(=O)c1ccccc1)C1CCOc2ccccc21 (stereo unspecified)	22%[176 µM]
CC(C)n1cc2cc(C(=O)NCc3ccccn3)sc2c1	52%[activator]
CCCCn1ccnc1C1CCCN(C(=O)c2ncc(F)cc2F)C1 (stereo unspecified)	47%
O=C(Nc1ccc(F)cc1)OCc1cn(Cc2cccc(Cl)c2)nn1	0%
CC(=O)N1CCCC(C(=O)N2CCC(Cc3noc(C)n3)CC2)C1 (stereo unspecified)	55%
Cc1n[nH]c(C)c1CCCN(C)c1cc(C2CC(N)C2)nc(N)n1 (stereo unspecified)	?
COc1ncccc1-c1cnc2[nH]cc(CC(=O)Nc3ccccn3)c2c1	10%[176 µM]
O=C(c1cccnc1)N1CC[C@H]2COC(=O)N2c2cc(F)ccc2C1	49%[activator][176 µM]
CCCc1cc(CN(C)C(=O)c2cn(CC(=O)N(CC)CC)nn2)[nH]n1	29%
CC1(COc2ccc3[nH]ccc3c2)COc2ccc(C(=O)N3CCOCC3)cc2N1 (stereo unspecified)	16%[176 µM]
C=CCOC(=O)C1=C(C)N=C2SC=C(CC(=O)NCc3ccc(F)cc3)N2C1c1ccccc1C (stereo unspecified)	?
COc1ccc(-c2cc(C[C@H]3CNCC[C@H]3CC(=O)N3CCN(C(C)=O)CC3)no2)cc1	-52%
CC(=O)N1CCC(C(=O)N[C@H]2CCN3C(=O)N(c4cccc(C(F)(F)F)c4)C(=O)[C@@H]3C2)CC1	-5%

The list continues:
SMILES	12-LOX inh
O=S1(=O)c2ccc(Br)cc2OC[C@H](c2ccccc2)N1Cc1ccccc1	0%
CC(=O)c1[nH]c(C)c(C(=O)N2CCCC(O)(CNC(=O)N(C)C)CC2)c1C (stereo unspecified)	12%
O=C(c1ccoc1)N1CCC(n2cc(-c3nc(C4CC4)no3)nn2)C1 (stereo unspecified)	3%
Cc1ccccc1-c1nccc2c(=O)cc(N3CCOCC3)oc12	0%[176 µM]
Fc1cccc(-c2cnc([C@@H]3COCCN3C3CCCCC3)[nH]2)c1	21%[176 µM]
OC[C@@H]1CNC[C@H]1C1CCN(CC2CCCCC2)CC1	57%[activator]
CC(C)(C)c1csc(NC(=O)C2CC(=O)N(c3n[nH]c4cccc(F)c34)C2)n1 (stereo unspecified)	2%
COc1cccc(CNC(=O)C2(c3ccc(NS(C)(=O)=O)cc3)CCCCC2)c1	-10%
O=C(CCC[C@@H]1[C@H]2CCCN3CCC[C@@H](CN1C(=O)c1cccnc1)[C@@H]23)NCc1ccccn1	393%[activator]
CC1(c2ccccc2)N(Cc2ccccc2C#N)C(=O)OC12CCN(C(=O)Cc1ccc(O)cc1)CC2 (stereo unspecified)	-13%
O=C(CCC1CCN(C(=O)c2ccccc2)CC1)NCCCN1CCOCC1	19%
CNS(=O)(=O)CCNc1nc(-c2ccccn2)nc2c1c(C)nn2C	35%
CCOc1ccc(C2Cn3nnc(-c4nc(-c5ccccc5F)no4)c3CO2)cc1 (stereo unspecified)	37%[activator]
CC(=O)N1C[C@@H](NC(=O)Nc2ccc(F)cc2F)C[C@H]1C(=O)N[C@H](Cc1c[nH]c2ccccc12)C(N)=O	-38%
CCCS(=O)(=O)NC[C@H]1O[C@H](Cc2cc(COC)on2)CC[C@@H]1O	0%[176 µM]
COc1cccc(COC2CN(CC(C)C)C(=O)CN(C(=O)c3snnc3C)C2)c1 (stereo unspecified)	40%
CC1Oc2ccc(NS(=O)(=O)c3cccc(Cl)c3)cc2CN(Cc2ccccc2F)C1=O (stereo unspecified)	43%[activator]
O=C(CN1CCCC1)N[C@H]1CC[C@H](Nc2nccc(-c3cccnc3)n2)C1	-1%
CCOc1ccc(C(=O)N2CC(c3nnc(C(C)C)o3)C3(CCOCC3)C2)cc1 (stereo unspecified)	69%[activator]
CCc1ccc(N2CC(c3noc(C4(c5ccc(OC)cc5)CC4)n3)CC2=O)cc1 (stereo unspecified)	-1%
O=C(NCc1ccccc1Cl)c1noc(-c2ccc3c(c2)OCO3)n1	-17%
CCCCN(Cc1ccccc1)Cc1cn[nH]c1-c1ccc(OC)cc1OC	58%[activator]
COC(=O)N1CCCC(c2nn(-c3ccc(OC)cc3)c(=O)[nH]2)C1 (stereo unspecified)	15%[176 µM]
COc1cccc(CC(=O)N2CCC(c3nc(CCOc4ccc(F)cc4)no3)C2)c1 (stereo unspecified)	7%

Screens from PubChem.

Not all compounds are listed; count on the stated rates, not on these rows.
